UHRF1 MBD2 ctr – blocks human UHRF1 binding to methylated DNA. inhibition, % at 4.4 µM. 0.75% of 370,000 active. Q96T88. UHRF1 binding to methylated oligo, TR-FRET. AID 687016; in the data active = inhibition above about 21%;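 note: UHRF1 SRA domain binding a hemimethylated CpG hairpin DNA probe; 0% = median of test compound wells and 100% = reference inhibitor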
ARFGAP1 inhibitor – inhibits rat ARF GTPase activating protein 1 | Q62848 | Arfgap1-stimulated ARF1 GTP hydrolysis, GDP FP detection | 0.26% of 360,000 active | AID 651572 | inhibition, % at 16.5 µM;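 active = inhibition above a per-plate limit, mean inhibition of low control wells plus 3 SD, cut at about 25% in these data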;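 note: 0% = DMSO wells with enzyme and 100% = wells lacking Arfgap1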
Target sequence (Q62848 1-136 limits assumed): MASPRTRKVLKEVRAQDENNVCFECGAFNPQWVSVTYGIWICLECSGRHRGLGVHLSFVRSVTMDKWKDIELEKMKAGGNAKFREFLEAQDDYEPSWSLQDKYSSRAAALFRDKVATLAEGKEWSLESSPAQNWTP
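Material: rat Arfgap1 GAP domain (His6, aa 1-136), purified enzyme. Also added: human ARF1(Δ1-17)-GTP substrate. Compound dosing: 16.5 µM single point, 1.26% DMSO. Timing: enzyme reaction 120 min at 25 °C after 20 min preincubation. Signal: GDP detection by fluorescence polarization. Read-out basis: percent inhibition of GAP-stimulated GDP formation, scaled between DMSO and no-Arfgap1 medians.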
DDE Tn7 FP inh – DD(E)-Tn7 binding inhibition, primary FP screen. P02675. FP displacement of FITC-Tn7 peptide from fibrin DD(E); 0% = median of compound wells per plate. inhibition, % at 8.3 µM. 0.13% of 370,000 active. AID 720508;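 active = inhibition above the mean of compounds falling within the control limits plus 3 SD of them, cut at about 14% in these data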;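 note: 0% = plate median of compound wells and 100% = 10 µM Aha-Tn7 peptide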
Target sequence (P02675 whole entry, looked up): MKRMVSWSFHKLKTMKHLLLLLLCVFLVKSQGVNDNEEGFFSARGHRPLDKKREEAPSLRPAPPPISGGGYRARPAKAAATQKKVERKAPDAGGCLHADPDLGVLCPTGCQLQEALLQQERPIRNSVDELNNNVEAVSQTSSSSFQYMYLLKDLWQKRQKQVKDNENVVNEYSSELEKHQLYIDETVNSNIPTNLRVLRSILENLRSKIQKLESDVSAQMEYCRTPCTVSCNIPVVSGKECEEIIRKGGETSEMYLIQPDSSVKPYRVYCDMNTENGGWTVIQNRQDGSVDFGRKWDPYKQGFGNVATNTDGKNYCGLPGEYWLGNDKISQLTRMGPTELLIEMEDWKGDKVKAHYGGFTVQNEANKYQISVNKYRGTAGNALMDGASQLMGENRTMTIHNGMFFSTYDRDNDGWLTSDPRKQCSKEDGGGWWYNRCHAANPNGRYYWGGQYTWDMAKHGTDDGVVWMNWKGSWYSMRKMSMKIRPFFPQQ
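Also added: labelled Tn7 tracer, 0.1 µM; Assay system: human fibrin DD(E) protein; Amount: 2 µM fibrin DD(E); Schedule: 10 min compound pre-incubation, 3 h probe incubation at room temperature; Repeats: one replicate per compound; Read-out basis: percent inhibition; Measured by: fluorescence polarization of the labelled Tn7 tracer.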
ASAP1 GAP inh – inhibitors of human ASAP1 ArfGAP activity. Q9ULH1. AID 624377. 0.19% of 360,000 active. inhibition, % at 16.5 µM. ASAP1-stimulated ARF1 GTP hydrolysis, GDP FP detection; in the data active = inhibition above about 25%;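 note: 0% = vehicle with enzyme and substrate and 100% = no enzyme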
MBD2 inh – inhibitors of human MBD2 binding to methylated oligonucleotide | inhibition, % at 4.4 µM | AID 686964 | Q9UBB5 | TR-FRET | 0.31% of 370,000 active; in the data active = inhibition above about 13%
PLC-gamma1 inh – PLC-gamma1 (human) inhibition, primary screen; purified PLC-gamma1, fluorogenic substrate, fluorescence; 0.84% of 370,000 active; AID 720700; inhibition, % at 12.2 µM; in the data active = inhibition above about 9.5%
proKLK7 act – activators of human kallikrein-7 zymogen; purified proKLK7, EDANS-DABCYL substrate fluorescence; 100% is mature enzyme control, 0% vehicle; 0.9% of 370,000 active; AID 652039; activation, % at 7 µM;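 active = activation above the mean of all tested compounds plus 3 SD, computed per campaign excluding outliers beyond control limits, cut at about 13% in these data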
Target sequence (P49862 whole entry, looked up): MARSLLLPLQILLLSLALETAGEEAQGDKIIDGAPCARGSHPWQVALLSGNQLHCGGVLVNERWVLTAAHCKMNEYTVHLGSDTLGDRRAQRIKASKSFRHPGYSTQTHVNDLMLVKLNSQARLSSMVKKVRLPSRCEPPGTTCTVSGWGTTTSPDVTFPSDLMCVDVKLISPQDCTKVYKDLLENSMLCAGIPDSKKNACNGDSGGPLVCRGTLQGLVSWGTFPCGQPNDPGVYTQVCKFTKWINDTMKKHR
Tn6 DDE FP – inhibitors of Tn6 peptide binding to human fibrin DD(E) | AID 720509 | 0.21% of 370,000 active | Fibrin DD(E) TRITC-Tn6 fluorescence polarization displacement | inhibition, % at 8.3 µM;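 active = inhibition above a per-campaign cutoff: mean of compounds within control limits plus 3 SD, cut at about 15% in these data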;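 note: 0% = median of all compound wells on the plate and 100% = blocking peptide control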
PLCb3 inh – inhibitors of human phospholipase C beta3; Q01970; Purified PLC-beta3, fluorogenic substrate, fluorescence; inhibition, % at 12.2 µM; 0.18% of 370,000 active; in the data active = inhibition above about 11%;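 note: 0% = median of compound wells on plate and 100% = full blocker control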
ADAM17 inh – ADAM17 inhibition, QFRET primary screen | P78536 | recombinant ADAM17, EDANS/DABCYL FRET peptide cleavage | inhibition, % at 6.95 µM | 0.83% of 370,000 active | AID 720648;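 active = inhibition above the mean of compounds lying between control limits plus 3 SD, set per campaign, cut at about 8.5% in these data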;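 note: 0% = DMSO-only wells as the low control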
* = called active by the depositor.

ASAP1 GAP inh	PLC-gamma1 inh	DDE Tn7 FP inh	SMILES	ARFGAP1 inhibitor	UHRF1 MBD2 ctr	Tn6 DDE FP	MBD2 inh	proKLK7 act	PLCb3 inh	ADAM17 inh
-5	0	9	CCn1cc(S(=O)(=O)Nc2cc(F)ccc2C)cn1	-3	-1	0	0	0.2	-1	2
-3	0	10	O=C(c1cc(COc2cccc3cnccc23)on1)N1CCC(c2ccccc2Cl)C1 (stereo not given)	-11	-3	-1	-4	-1.2	-8	-1
-15	-4	11	COc1ccc(-c2nnn(Cc3ccccc3)n2)cc1	6	0	-5	-2	0.5	-7	3
0	-21	-2	Cc1ccc(C(=O)Nc2nc3ccc(S(C)(=O)=O)cc3s2)s1	5	-1	-2	-4	-1.0	-31	-4
0	1	-5	O=C(NCc1ccc2c(c1)OCO2)C1CCCN1S(=O)(=O)c1ccc(F)cc1 (stereo not given)	-2	2	8	2	0.0	-7	-4
-3	1	-6	O=C(N[C@H](Cc1ccccc1)C(=O)NCc1ccccn1)[C@H]1O[C@@H](n2ccc(=O)[nH]c2=O)[C@H](O)[C@@H]1O	3	1	8	2	0.3	4	-2
1	3	0	COc1cccc(/C=N/NC(=O)C(c2ccncc2)N2CCOCC2)c1 (stereo not given)	-1	-1	1	0	0.1	-7	6
-5	0	0	COCCNC(=O)c1ccccc1NC(=O)C1COc2ccccc2O1 (stereo not given)	5	-2	2	-2	0.3	-3	-7
-5	3	15*	O=C(NCCN1CCc2ccccc2C1)Nc1ccc([N+](=O)[O-])cc1	3	1	-3	3	0.3	-4	-4
5	1	7	COC(=O)c1cccc(NC(=O)CSc2nnc(C3CC3)n2C)c1	-1	1	-6	3	0.3	2	0
-3	4	-5	O=S(=O)(c1ccc(F)cc1)N1CCN(c2ccccn2)CC1	-1	3	-10	4	0.1	1	-2
-9	-1	0	Cn1cccc1C(C#N)(CC#N)c1cccc(F)c1C#N (stereo not given)	-1	0	-1	6	0.0	-6	-4
-2	-4	6	Nc1cc(=O)[nH]c(SCC(=O)Nc2ccc(F)c(Cl)c2)n1	-10	-1	-2	3	-0.3	-2	-6
-3	4	7	O=C(CCc1ccccc1)Nc1ccc(S(=O)(=O)NC2=NCCCCC2)cc1	-3	2	-7	-6	-0.2	-1	2
14	-1	-4	O=S(=O)(c1ccc(N2CCCCCC2)nc1)N1CCCC1	-10	-1	2	-2	0.1	-3	-4
-11	2	-1	CC(=O)N1c2ccc(S(=O)(=O)NCCC(=O)NC3CCCCCC3)cc2CC1C (stereo not given)	-3	-1	6	-5	-0.1	-6	-3
3	-222	-2	COc1ccc(CCNC(=O)CN2c3cccc4cccc(c34)S2(=O)=O)cc1	9	-1	1	-2	2.2	-224	-45
2	-1	4	CC(C)C[C@@H](COCc1ccc([N+](=O)[O-])cc1)N1CCN(C(=O)c2ccc(C(F)(F)F)cc2)CCC1=O	-3	22*	-1	5	0.3	1	1
-1	-1	1	O=C(Cc1ccccc1F)Nc1cccc(S(=O)(=O)N2CCOCC2)c1	0	3	3	6	0.2	-2	-5
5	-1	1	Cc1[nH]n(C(N)=S)c(=O)c1N=Nc1cccc(Cl)c1	4	-15	4	-7	-0.1	-3	-4
8	-1	1	CCOc1ccc(N2C(=O)/C(=C/c3cccs3)N(CC(=O)OC)C2=S)cc1	-4	0	-2	-2	0.0	-2	-3
-1	-6	-1	COc1ccc(NC2CCCN(C(=O)C3=NN(C)C(=O)CC3)C2)cc1OC (stereo not given)	6	-3	7	-2	0.9	-11	-3
2	-1	3	Cc1ccccc1N(Cc1ccccc1F)S(C)(=O)=O	-2	2	5	-2	0.1	2	-2
0	0	-1	CN(C)c1ccc(/C=[N+](\[O-])C(C)(C)/C=N/O)cc1	1	-3	8	0	-0.3	1	-4
-5	-1	-4	COCC(C)n1c(SC(C)C(=O)NC2CCCCC2C)nc2ccccc2c1=O (stereo not given)	-1	0	0	0	0.4	-5	-3
2	-10	3	CCOCc1c(C(=O)Nc2ccccc2N2CCN(C)CC2)oc2ccccc12	3	3	6	5	-0.5	-15	-3
-10	2	-7	O=C1c2ccccc2C(=O)N1OCCCN1C(=O)c2ccccc2S1(=O)=O	-11	0	5	1	-0.1	1	-5
-9	-3	3	O=C(CNC(=O)c1ccccc1)N/N=C/c1cn[nH]c1-c1ccccc1	0	-2	-4	-4	0.0	1	-4
7	-2	8	O=C(CCNS(=O)(=O)c1ccc(OC(F)(F)F)cc1)NCCc1c[nH]c2ccccc12	7	-3	-4	2	0.1	-9	2
-2	1	-4	COc1cc(C(F)(F)F)nc(-c2ccccn2)n1	12	4	-5	0	-0.2	1	-6
-4	-1	0	OCC[C@@H]1C[C@@H](O)[C@H](O)[C@@]2(CCCc3ccccc3O2)O1	3	17	-3	-1	0.3	5	-1
-11	0	-9	COc1cccc(-c2nnc(SCC(N)=O)n2-c2ccc(Cl)cc2)c1	7	-1	0	-4	-0.7	1	-3

Compounds from the list above that contain a nitro group on carbon, in the order listed:
ASAP1 GAP inh	PLC-gamma1 inh	DDE Tn7 FP inh	SMILES	ARFGAP1 inhibitor	UHRF1 MBD2 ctr	Tn6 DDE FP	MBD2 inh	proKLK7 act	PLCb3 inh	ADAM17 inh
-5	3	15*	O=C(NCCN1CCc2ccccc2C1)Nc1ccc([N+](=O)[O-])cc1	3	1	-3	3	0.3	-4	-4
2	-1	4	CC(C)C[C@@H](COCc1ccc([N+](=O)[O-])cc1)N1CCN(C(=O)c2ccc(C(F)(F)F)cc2)CCC1=O	-3	22*	-1	5	0.3	1	1

The results go on.
ASAP1 GAP inh	PLC-gamma1 inh	DDE Tn7 FP inh	SMILES	ARFGAP1 inhibitor	UHRF1 MBD2 ctr	Tn6 DDE FP	MBD2 inh	proKLK7 act	PLCb3 inh	ADAM17 inh
-8	3	7	Cc1nc(CSc2nnc3scc(-c4ccc(Cl)cc4)n23)cs1	2	0	14	-4	0.4	3	3
0	-1	2	OCCN(Cc1ccccc1)Cc1ccccc1O	11	-1	-1	-3	-0.1	0	-2
-4	-1	1	CN1CCN(NC(=S)NC2CCCCC2)CC1	1	-1	7	0	0.2	2	1
-8	4	0	COc1cc(C(=O)O)c2ccccc2n1	10	5	0	-3	-0.5	6	-2
-6	-54	2	COc1ccc(N(CC(=O)N/N=C/c2cccc3c2OCCO3)S(=O)(=O)c2ccc(NC(C)=O)cc2)cc1	5	0	4	-7	-5.8	-61	-26
15	-3	0	O=C(CCCCCN1C(=O)c2cccc3cccc(c23)C1=O)N1CCOCC1	0	-7	2	-4	1.0	-6	-37
3	1	-10	COc1cccc(-c2cc(C(=O)Nc3ccc4c(c3)OCCO4)c3ccccc3n2)c1	2	0	2	5	-0.1	5	2
11	-6	-5	COc1ccccc1/C=C/C(C)=O	1	2	10	1	-5.8	-8	-14
-1	-10	5	Cc1ccc2c(Cl)cc(Cl)c(O)c2n1	-2	-3	0	-7	0.2	-9	3
-5	1	4	CCOc1ccccc1NC(=O)c1cccc2ccccc12	-1	-3	3	2	0.5	-5	-1
-2	1	0	CCOC(=O)C1(CCCc2ccccc2)CCN(C(=O)CCn2cncn2)CC1	6	-2	2	2	0.3	1	4
9	2	-3	COc1ccc(C2CC2/C(=N/OC(=O)c2cccs2)c2ccccc2)cc1 (stereo not given)	-2	0	0	2	0.4	3	-1
4	7	4	CCOC(=O)C1CCN(CCC(=O)Nc2ccc(Cl)cc2)CC1	0	3	-5	-5	0.0	3	6
15	5	5	CC1CCCN(c2cc(N(C)CCO)c([N+](=O)[O-])c3nonc23)C1 (stereo not given)	8	-22	4	-21	0.3	1	5
8	-2	-4	Cc1ccc(C(=O)CNc2nc3c(c(=O)[nH]c(=O)n3C)n2Cc2ccccc2)cc1	1	1	2	-1	0.1	2	-2
-1	1	0	C=C(C)COc1ccc(-c2[nH]ncc2Oc2cccc(OC)c2)c(O)c1	24	0	-5	-3	0.2	6	8
3	-40	3	Cc1cc(C)c2cc(C#N)c(NCCNC(=O)c3ccncc3)nc2c1	-10	-2	1	0	3.4	-55	-67
2	2	2	CO/N=C/C(NC(=O)c1ccc(C(F)(F)F)cc1)C(=O)OC (stereo not given)	-10	3	-3	1	-0.4	-1	0

Filtered by structure: the compounds so far containing a Cl atom.
ASAP1 GAP inh	PLC-gamma1 inh	DDE Tn7 FP inh	SMILES	ARFGAP1 inhibitor	UHRF1 MBD2 ctr	Tn6 DDE FP	MBD2 inh	proKLK7 act	PLCb3 inh	ADAM17 inh
-3	0	10	O=C(c1cc(COc2cccc3cnccc23)on1)N1CCC(c2ccccc2Cl)C1 (stereo not given)	-11	-3	-1	-4	-1.2	-8	-1
-2	-4	6	Nc1cc(=O)[nH]c(SCC(=O)Nc2ccc(F)c(Cl)c2)n1	-10	-1	-2	3	-0.3	-2	-6
5	-1	1	Cc1[nH]n(C(N)=S)c(=O)c1N=Nc1cccc(Cl)c1	4	-15	4	-7	-0.1	-3	-4
-11	0	-9	COc1cccc(-c2nnc(SCC(N)=O)n2-c2ccc(Cl)cc2)c1	7	-1	0	-4	-0.7	1	-3
-8	3	7	Cc1nc(CSc2nnc3scc(-c4ccc(Cl)cc4)n23)cs1	2	0	14	-4	0.4	3	3
-1	-10	5	Cc1ccc2c(Cl)cc(Cl)c(O)c2n1	-2	-3	0	-7	0.2	-9	3
4	7	4	CCOC(=O)C1CCN(CCC(=O)Nc2ccc(Cl)cc2)CC1	0	3	-5	-5	0.0	3	6

Screening data from PubChem BioAssay.

Compounds were not picked by outcome, and some 4.1% of all compounds hit somewhere here.
